RMI FANCM FP: blocks RMI1/RMI2 complex binding to FANCM MM2 peptide; AID 1159607; Fluorescence polarization, RMI core complex with F-MM2 peptide; hits give low values; hit rate 0.58% among 70,000; FP signal (polarization) at 33 µM; in the data active = FP signal below about 40; note: inactives centre near 61; strong numbers were not always called active; unit not given here
* hit, by the source's call; & = joins results of further samples. The list is partial; count on the stated rates, not on these rows.

smiles	RMI FANCM FP
CC(=O)c1ccc(S(=O)(=O)NCCOc2ccc3c(c2)OCO3)cc1	61
CCOc1ccc(-c2cn3c(CC(=O)N4CCc5ccccc5C4)csc3n2)cc1	81
COc1cc(S(=O)(=O)N2CCN(c3c(C)cccc3C)CC2)c(C)cc1C	59
COc1ccc(Cl)c2sc(N3CCN(C(=O)CS(=O)(=O)c4ccc(F)cc4)CC3)nc12	57
COc1cccc(CNC(=O)CSc2nccn(-c3ccc(OC)c(Cl)c3)c2=O)c1	53
O=C(CSc1ncnc2sc3c(c12)CCC3)Nc1nsc(-c2ccc(Cl)cc2)n1	74
FC(F)(F)c1cc(-c2nccs2)nc2cc(-c3cccs3)nn12	55
CC(=O)N1CCc2ccc(NC(=O)COc3ccc(Cl)cc3Cl)cc21	73
O=S(=O)(NCC1CCCO1)c1ccc(F)c(Cl)c1 (stereo unspecified)	57
COc1ccc(SCCCC(=O)Nc2nnc(-c3cc(C)n(C)n3)o2)cc1	67
CCOc1c(C)nc(C)c(OCC)c1-c1cccc([N+](=O)[O-])c1	52
CCOc1cn(C)c(C(=O)Nc2cccc(F)c2)cc1=O	60
CCCC(=O)Nc1nnc(-c2ccc(Cl)cc2)o1	63
O=C(COc1ccc(Cl)cc1)NCCCn1nc(-c2cccnc2)ccc1=O	64
COc1ccc(S(=O)(=O)Nc2nc(CC(=O)N3CCCc4ccccc43)cs2)cc1	54
Cc1csc(SCc2cc(=O)c(OC(=O)c3c(F)cccc3Cl)co2)n1	55
C#CCn1c(=NC(=O)C(C)(C)C)sc2cc([N+](=O)[O-])ccc21	61
O=C(Cc1cc(=O)[nH]c(SCc2cccc(Cl)c2)n1)Nc1ccc(F)c(F)c1	59
Cc1cc(C)c(C)c(S(=O)(=O)N2C(=S)NC(=O)C2CC(C)C)c1C (stereo unspecified)	73
O=C(NCCn1ncc2c(=O)n(Cc3cccc([N+](=O)[O-])c3)cnc21)c1ccc([N+](=O)[O-])o1	66
CCOC(=O)CC(=O)CSc1c(C)cnc2c1c(=O)n(C)c(=O)n2C	50
O=C(CN1C(=O)/C(=C/C=C/c2ccccc2)NC1=S)Nc1cccc(C(F)(F)F)c1	60
CS(=O)(=O)c1cccc(-c2nnc(NC(=O)c3ccc(S(=O)(=O)N4CCCCCC4)cc3)o2)c1	63
O=C(c1c(F)cccc1Cl)N1CCN(c2ccc(-c3cccs3)nn2)CC1	56
CC1=NN(c2ccc(C)cc2)C(=O)C1=C1SCCCS1	56
COc1ccccc1-c1ccc(=O)n(CC#N)n1	53
CN1CCc2nc(NC(=O)c3ccc4c(c3)OCCO4)sc2C1	60
O=c1cc(CSc2n[nH]c(=O)n2C2Cc3ccccc3C2)c2ccc(O)cc2o1	56
O=C(Nc1ccc(Oc2ccc(OC(F)(F)F)cc2)cc1)c1ccco1	57&57
O=C(CSc1ncc(-c2cccc(Br)c2)o1)NCc1ccc2c(c1)OCO2	82
Cc1cc(C(=O)Nc2nccs2)on1	63
CC(=O)OCC(=O)[C@@]1(O)CC[C@H]2[C@@H]3C[C@H](C)C4=CC(=O)C=C[C@]4(C)[C@H]3[C@@H](O)C[C@@]21C	58
Cc1ccc2nc(NCC3CCCO3)sc2c1 (stereo unspecified)	67
COc1ccc(/C=C2/SC(=S)N(NC(=O)c3csc4c3CCCC4)C2=O)cc1	74
Cc1nnc(-c2cc3ccccc3[nH]2)o1	68
O=C(O)[C@@H]1C[C@@H](C(=O)O)N1	58
COc1ccc2c(=O)c(Oc3ccc(C(=O)NCc4ccco4)cc3)c(C)oc2c1	65
O=C1Nc2ccccc2C(=O)C1(O)O	63
OC(CNCc1ccc(C(F)(F)F)cc1)Cn1ccc(C(F)(F)F)n1 (stereo unspecified)	57
O=C(Nc1cc(Cl)c(Cl)cc1Cl)c1cccn(OCc2ccc(F)cc2)c1=O	65
Cn1nc(C(=O)Nc2ccc(F)c(F)c2)ccc1=O	64
CCCn1cc(SCC(=O)Nc2ccc(C)c(Cl)c2)c2ccccc21	59
COC(=O)c1ccc2c(=O)n(CCCC(=O)NC(C)c3ccccc3)c(=S)[nH]c2c1 (stereo unspecified)	93
COc1ccc(Cl)cc1NC(=O)Cn1nc(C2CC2)c2cnn(-c3ccccc3)c2c1=O	82
CCOc1ccc(-c2ccc(=O)n(Cc3nc(-c4ccc(Br)cc4)no3)n2)cc1	96
CC(=O)Nc1ccc(OCC(=O)N2CCN(c3ncc(C(F)(F)F)cc3Cl)CC2)cc1	60
Cc1ccc(-n2ccnc(SCC(=O)NCCc3ccccc3)c2=O)cc1Cl	75
Cc1nn(S(=O)(=O)N2CCCC2)c(C)c1C	63
COc1ccc2cc(CCC(C)=O)ccc2c1	57&55&57
COCCCN1COc2ccc3cc(-c4cc(OC)ccc4OC)c(=O)oc3c2C1	35*
O=C(/C=C\c1ccc2c(c1)OCO2)NCCn1ncc2c(=O)n(Cc3cccc4ccccc34)cnc21	102
O=C(CSc1ncccn1)N1CCC(Cc2ccccc2)CC1	73
CCNC(=O)c1csc(NC(=O)c2cccs2)n1	55
O=C(CSc1ncccn1)Nc1ncc(Cc2cccc([N+](=O)[O-])c2)s1	57
CCOC(=O)c1c(NC(=O)c2ccc3ncsc3c2)sc2c1CCN(C(=O)OCC)C2	-5*
CS(=O)(=O)N1CCCC(C(=O)N(Cc2ccccc2)Cc2ccccc2)C1 (stereo unspecified)	67
CCOc1cc(C2C3=C(CC(C)(C)CC3=O)Nc3nc(-c4ccccc4)nn32)ccc1OCc1ccccc1 (stereo unspecified)	63
O=C(COc1ccccc1)Nc1ccc(-c2ccc(N3CCCCC3)nn2)cc1	68
COc1ccc(C)cc1S(=O)(=O)N1CCN(Cc2nc(C(C)(C)C)cs2)CC1	62
Nn1c(SCC(=O)Nc2ccc3c(c2)OCO3)nnc1-c1cccs1	56

The results go on.
canonical_smiles,RMI FANCM FP
O=C(NCc1cccs1)C(=O)NCC(c1cccc2ccccc12)N1CCCC1 (stereo unspecified),52
Cc1ccc(S(=O)(=O)n2cc(C=O)c3ccccc32)cc1,69
COCC(=O)Nc1ccc2c(c1)CCN2C(C)=O,63
CC(C)=NOC(=O)c1cn(-c2ccccc2)nc1-c1ccc(F)cc1,60
COc1ccccc1-c1ccc(N2CCN(S(=O)(=O)c3cccs3)CC2)nn1,79
O=C1CCCN1c1ccc(CSc2n[nH]c(=O)c3cc(-c4ccc(F)cc4)nn23)cc1,66
CC1C(=O)NCCN1C(=O)CSc1ccc(Cl)cc1 (stereo unspecified),69
CC(C)C(=O)NNC(=O)c1ccc(=O)n(Cc2ccc(Cl)cc2)c1,63
O=C(NNC(=O)c1ccc(C#Cc2ccccc2)o1)Nc1ccc(OC(F)(F)F)cc1,68
O=C(CCc1ccc(O)cc1)c1c(O)cc(O)cc1O,51&64
CCc1ccc(NC(=O)Cn2c(=O)n(CCCCC(=O)NCCC(C)C)c(=O)c3ccccc32)cc1,92
Fc1ccc(-n2c(-c3cccs3)csc2=Nc2ccccn2)cc1,63
COc1ccc(CCNC(=O)Cn2cnc(-c3ccc(OC)cc3)cc2=O)cc1,78
O=C(Nc1ccc2c(c1)CN(C(=O)C1CC1)CC2)C1CCCC1,67
Cc1nc(-n2cccc2)sc1C(=O)O,69
O=C(/C=C/c1cccc([N+](=O)[O-])c1)c1cccnc1,65
O=C(Nc1ccc(Cl)cc1)c1ccc(S(=O)(=O)N2CCOCC2)o1,56
COc1ccc(-c2ccc(=O)n(CCCC(=O)NCc3ccc(F)cc3)n2)cc1OC,73
COc1ccc(-c2noc(Cn3ccn4nc(-c5cccs5)cc4c3=O)n2)cc1,82
CCN(CC)c1ncnc2c1nnn2Cc1ccccc1,49
c1ccc2sc(C34CC5CC(CC(C5)C3)C4)nc2c1,61
O=[N+]([O-])c1cccnc1ON=C(c1cccs1)c1cccs1,51
O=c1cc(NCc2ccccc2)n(-c2ccccc2)c(=O)n1-c1ccccc1,55
Cn1c(SCC(=O)Nc2ccccc2F)nnc1-c1ccc(=O)n(C)c1,65
C(=N/N1CCOCC1)/c1nc(-c2ccccc2)n2ccccc12,64
O=C(Nc1ccc(SC(F)F)cc1)c1ccc(Cl)c([N+](=O)[O-])c1,59
Cc1ccc(F)cc1NC(=O)CSc1ncc(S(=O)(=O)c2ccc(Cl)s2)c(N)n1,94
CCCc1cc(=O)oc2cc(OCC(=O)NNC(=O)NC(C)C)ccc12,54
O=C(CSc1ccccn1)c1cc(Cl)sc1Cl,56
CCOC(=O)C(CCC(=O)O)(CCC(=O)O)C(=O)OCC,47
O=c1[nH]c(SCc2cccc(Cl)c2)nc2[nH]ncc12,63
O=C(CSc1nnc2[nH]c(=O)cc(-c3ccccc3)n12)NCC1CCCO1 (stereo unspecified),54
NC1=NC(=O)S/C1=C\c1ccc(O)cc1,143
Cc1ccc(-c2ccc(SCC(=O)NCc3ccco3)nn2)cc1,59
CCN(CC)CCCNc1nc(N)c([N+](=O)[O-])c(N2CCCC2)n1,52
CCOC(=O)c1ccc(NC(=O)c2cn(-c3ccccc3)nc2-c2ccc([N+](=O)[O-])cc2)cc1,64
Cc1ccc(C)n1-c1ncccc1Oc1cnn(Cc2ccccc2)c(=O)c1Cl,54
COc1ccccc1CNC(=O)C(=O)c1c(C)n(C)c2ccccc12,60
Cc1cc(OCC(=O)NCCc2ccccc2)ccc1C(C)C,67
c1ccc2cc(Cn3c(Cc4cccc5ccccc45)nc4ccccc43)ccc2c1,81
COc1cccc(C(=O)NCCCn2ncccc2=O)c1OC,61
O=C(COc1coc(CN2CCc3ccccc3C2)cc1=O)Nc1ccc(Cl)cc1,61
Cc1cn2c(nc3c2c(=O)n(Cc2c(Cl)cccc2Cl)c(=O)n3C)[nH]1,51
O=C(Nc1nc2cc3c(cc2s1)OCCO3)C1=COCCO1,59
O=C(c1ccc(S(=O)(=O)N2CCOCC2)cc1)N(Cc1ccccn1)c1nc2c(Cl)cccc2s1,60
Cc1cccc(N=C2NC(=O)/C(=C/c3cccs3)S2)c1C,43
Cc1c(C(O)=C2C(=O)C(=O)N(CCN(C)C)C2c2ccc(F)cc2)cnn1-c1ccccc1 (stereo unspecified),62
Cc1nc2sc(C(c3ccc(Cl)cc3)N3CCC(Cc4ccccc4)CC3)c(O)n2n1 (stereo unspecified),59
N#C/C(=N/OC(=O)c1ccc(C(F)(F)F)cc1)S(=O)(=O)c1cccs1,54
Cc1ccc(/C=c2\sc3nc4ccccc4n3c2=O)o1,58
Clc1ccc(-n2ncc3c(NCc4ccccn4)ncnc32)cc1Cl,68
Nc1ncnc(Nc2cccc3ccccc23)c1[N+](=O)[O-],59
Cc1ccc(C)c2sc(NC(=O)c3ccc(Cl)s3)nc12,81
CC(=O)C(Sc1nc2nc(C)cc(C)n2n1)C(C)=O,58
CC(=O)Nc1ccccc1I,56
COc1ccccc1N1CCN(CCNS(=O)(=O)c2cccc(Cl)c2)CC1,61
ONC=Nc1ncc(C(F)(F)F)cc1Cl,60
CC1CN(S(=O)(=O)c2ccc(C(=O)N(CCN(C)C)c3nc4cc5c(cc4s3)OCCO5)cc2)CC(C)O1 (stereo unspecified),74
Cc1nn(C(=O)N(c2ccccc2)c2ccccc2)c(C)c1Cl,58
COc1cccc(C(=O)Nc2sc3c(c2C#N)CCC(C)C3)c1OC (stereo unspecified),54

The final 7 compounds of the part before are carried over, then new ones follow.
canonical_smiles,RMI FANCM FP
CC(=O)C(Sc1nc2nc(C)cc(C)n2n1)C(C)=O,58
CC(=O)Nc1ccccc1I,56
COc1ccccc1N1CCN(CCNS(=O)(=O)c2cccc(Cl)c2)CC1,61
ONC=Nc1ncc(C(F)(F)F)cc1Cl,60
CC1CN(S(=O)(=O)c2ccc(C(=O)N(CCN(C)C)c3nc4cc5c(cc4s3)OCCO5)cc2)CC(C)O1 (stereo unspecified),74
Cc1nn(C(=O)N(c2ccccc2)c2ccccc2)c(C)c1Cl,58
COc1cccc(C(=O)Nc2sc3c(c2C#N)CCC(C)C3)c1OC (stereo unspecified),54
CC1(C)Oc2ccc3ccc(=O)oc3c2CC1O (stereo unspecified),55
CCOC(=O)C1=C(C)NC(=S)NC1c1ccc(-c2ccccc2Cl)o1 (stereo unspecified),65
ICC1C[n+]2c(SCc3ccccc3)nc3sc4c(c3c2O1)CCCC4 (stereo unspecified),62
O=C(C(=O)N1CC=C(c2ccccc2)CC1)c1cn(CC(=O)N2CCOCC2)c2ccccc12,58
CCOC(=O)C1CCCN(c2nc3c(S(=O)(=O)c4ccc(C)c(C)c4)nnn3c3ccccc23)C1 (stereo unspecified),55
COc1cc(OC)cc(C(=O)NCCN2CCN(c3ccccc3F)CC2)c1,64
Cc1ccc(SCCC(=O)c2cccs2)cc1,52
CCC(C)Sc1nnc(CSc2nc(C)cc(C)n2)n1-c1ccc(F)cc1 (stereo unspecified),60
Cc1nn(C2CCS(=O)(=O)C2)c2nc(-c3ccccc3)cc(C(=O)NCCc3ccc(F)cc3)c12 (stereo unspecified),79
c1csc(-c2ccc(N3CCNCC3)nn2)c1,72
COc1cccc(-c2cn3c(C(=O)Nc4nc5ccccc5s4)csc3n2)c1,67
O=C(CSc1nc2ccccc2s1)OCC(=O)c1cccc([N+](=O)[O-])c1,66
CSc1cccc(NC(=O)Cn2nc(C)c(Oc3ccccc3)c2C)c1,54
O=C(NCC1CCN(Cc2ccccc2)CC1)C(=O)Nc1ccc(F)cc1F,72

5 of the entries above in order of their number in RMI FANCM FP, falling:
canonical_smiles,RMI FANCM FP
O=C(NCC1CCN(Cc2ccccc2)CC1)C(=O)Nc1ccc(F)cc1F,72
COc1cccc(-c2cn3c(C(=O)Nc4nc5ccccc5s4)csc3n2)c1,67
COc1cc(OC)cc(C(=O)NCCN2CCN(c3ccccc3F)CC2)c1,64
O=C(C(=O)N1CC=C(c2ccccc2)CC1)c1cn(CC(=O)N2CCOCC2)c2ccccc12,58
Cc1ccc(SCCC(=O)c2cccs2)cc1,52
